Bioassay records (PubChem)
TRPC6 inhibitor: mouse TRPC6 channel inhibitors, primary screen, cell-based, HEK293, membrane potential dye. Short transient receptor potential channel 6 (Mus musculus), Q61143. ACh-evoked depolarization; active compounds read low. B-score at 10 µM. 310,000 tested, 1.1% active. AID 2553, 2010;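 active means B-score under library mean minus 3 SD, initial fluorescence not abnormally high, positive integrated signal ratio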;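 further: B-score derived from integrated fluorescence ratio over the kinetic read; more negative B-score means stronger inhibition of depolarization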
MrgX1 agonist: agonists of human MrgX1 receptor, primary screen, HEK293 cells, Fluo-4 calcium flux | Mas-related G-protein coupled receptor member X1 (Homo sapiens), Q96LB2 | Fluo-4 calcium fluorescence, agonist mode; active compounds read high | B-score at 10 µM | 310,000 tested, 0.44% active | AID 588627, 2011;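 active means calcium response B-score plate-corrected fluorescence ratio at least 3 library SD, with starting fluorescence B-score inside 5 SD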
Target sequence (Q96LB2 whole entry, looked up): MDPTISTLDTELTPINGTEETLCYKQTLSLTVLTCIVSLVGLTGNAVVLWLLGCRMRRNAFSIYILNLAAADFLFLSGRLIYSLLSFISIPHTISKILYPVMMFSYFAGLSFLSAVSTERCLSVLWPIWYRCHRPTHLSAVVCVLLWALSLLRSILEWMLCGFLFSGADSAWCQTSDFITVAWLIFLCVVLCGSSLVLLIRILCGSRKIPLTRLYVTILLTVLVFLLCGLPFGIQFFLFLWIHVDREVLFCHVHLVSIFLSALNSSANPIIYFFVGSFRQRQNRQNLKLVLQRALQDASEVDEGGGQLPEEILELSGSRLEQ
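Assay system: stable human MrgX1 HEK293 cell line. Quantity: 15,000 cells per well. Schedule: cells plated overnight, dye loaded 0.5 h 37 °C, 0.5 h room temperature. Detection: Fluo-4 NW calcium-flux fluorescence, kinetic read. Read-out basis: peak-minus-minimum fluorescence over baseline, converted to B scores. Control set: positive and negative control wells on each plate.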
TRPC4 agonist: activators of mouse TRPC4 channel, primary screen, Fluo4 calcium, HEK293 TRPC4beta/mu-opioid cells; Short transient receptor potential channel 4 (Mus musculus), Q9QUQ5; 310,000 tested, 0.49% active; Fluo4 calcium fluorescence; active compounds read high; B-score at 10 µM;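 active means B-score above 5 SD of library B-scores, and initial fluorescence ratio not above library mean plus 5 SD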;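 further: positive B-score marks a calcium rise read as TRPC4 activation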
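System – HEK293 cells stably co-expressing mouse TRPC4beta and mu-opioid receptor · Signal – Fluo4 calcium-sensitive dye fluorescence, kinetic, 1 Hz baseline · Benchmarks – buffer (low) and maximal DAMGO (high) · Read-out – B score of integrated fluorescence ratio per well · Incubation – dye loading 45 min room temperature, 110 s kinetic read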
PolyA inhibitor: polyadenylation inhibitors in yeast reporter cells, primary screen, luminescence, S. cerevisiae. 300,000 tested, 0.02% active. S. cerevisiae SKY197-pL101 polyadenylation reporter, beta-gal luminescence; efflux-impaired pdr1/pdr3 knockout yeast; score 100 = 6 SD above DMSO. calls only at 12 µM;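 active means lowest replicate activity score at least 50, where 100 means six control SD above control mean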;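 further: yeast exposed to compound for 9 h at 30 °C; higher score means more reporter readthrough which indicates perturbed polyadenylation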
TRPC4 potent: positive allosteric modulators of TRPC4, primary screen, cell-based, mouse TRPC4beta, HEK293 mu-opioid, Fluo-4 calcium | Short transient receptor potential channel 4 (Mus musculus), Q9QUQ5 | DAMGO EC20, Fluo-4 Ca2+ flux; active compounds read high | B-score at 10 µM | 310,000 tested, 0.42% active | AID 2227, 2009;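 active means B-score of calcium response area above 5 SD of library B-scores, with initial fluorescence ratio within 5 SD of library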;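 further: B-score of integrated fluorescence ratio over time as area under calcium response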
TRPC4 block: inhibitors of mouse TRPC4 channel, primary screen, Fluo4 calcium, HEK293 TRPC4beta/mu-opioid cells | Short transient receptor potential channel 4 (Mus musculus), Q9QUQ5 | DAMGO-evoked Fluo4 calcium flux; active compounds read low | B-score at 10 µM | 300,000 tested, 0.39% active;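 active means B-score over 3 SD under the library average, no early fluorescence shift, positive overall ratio signal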
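Material: HEK293 cells with stable TRPC4beta plus mu-opioid receptor expression / Probe or stimulus: DAMGO in two steps, submaximal then maximal / Compound: single concentration per test compound / Technique: kinetic Fluo4 fluorescence imaging of calcium influx / Read-out: per-well B score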
TRPC6 activator: mouse TRPC6 channel activators, primary screen, cell-based, HEK293, membrane potential dye. Short transient receptor potential channel 6 (Mus musculus), Q61143. HEK293-TRPC6 membrane potential dye fluorescence; active compounds read high. B-score at 10 µM. 310,000 tested, 0.13% active. AID 2550, 2010;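 active means B-score of the integrated fluorescence ratio above library mean plus 3 SD, and starting fluorescence ratio within library mean plus 5 SD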;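 further: higher score means more depolarization so channel activation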
MrgX1 allo act: positive allosteric modulators of MrgX1, primary screen, HEK293 cells, Fluo-4 calcium flux; Mas-related G-protein coupled receptor member X1 (Homo sapiens), Q96LB2; FDSS; active compounds read high; B-score at 10 µM; 310,000 tested, 0.63% active;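 active means plate-corrected calcium response at least 3 library SD above typical, normal starting fluorescence, not activating the receptor alone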;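 further: compound read alongside a low EC10 to EC30 dose of BAM8-22 agonist; peak minus trough fluorescence over baseline measured at the second addition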
MrgX1 antagonist: antagonists of human MrgX1 receptor, primary screen, HEK293 cells, Fluo-4 calcium flux; BAM8-22 antagonism; active compounds read low; B-score at 10 µM; 310,000 tested, 1.3% active;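 active means calcium-response B-score plate-corrected more than 3 library SD below zero, starting fluorescence within 5 deviations, no agonist response on first addition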;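 further: peak minus trough fluorescence over baseline after final BAM8-22 challenge near maximal dose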
HIF act: HIF pathway transcriptional activators, primary screen, cell-based, U2OS HRE-luciferase, luminescence; 300,000 tested, 0.32% active; activation, % at 7.5 µM (by protocol); U2OS HRE-luciferase reporter; normalized: DMSO 0%, desferrioxamine 100%;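 active means mean activation of at least 10% of the iron chelator positive control signal, with at least half of replicates also reaching 10%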
AI-2 QS modul: Vibrio harveyi AI-2 quorum sensing modulators, primary screen, JMH597 strain, luminescence/OD600 ratio; Vibrio harveyi JMH597 AI-2 luminescence/OD600 ratio, 9 h; active compounds read low; strain lacks LuxN and CqsS sensors; 0 = neutral-control median; activity change, % at 7.5 µM; 300,000 tested, 0.4% active; in the data active means activity change below about -75%, passing the limit was not always enough;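 further: luminescence divided by OD600 gain over 9 h not by final OD600 alone; inactives centre near 13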
The depositor's hits bear a star; i = inactive; x = no result given. Not all compounds are listed. The share of hits here may be higher or lower than overall.

SMILES | TRPC6 inhibitor | MrgX1 agonist | TRPC4 agonist | PolyA inhibitor | TRPC4 potent | TRPC4 block | TRPC6 activator | MrgX1 allo act | MrgX1 antagonist | HIF act | AI-2 QS modul
O=C(N/N=C/c1ccco1)c1cc(=O)[nH]c2ccccc12 | i | i | i | i | i | i | i | i | i | -0.6 | 21.3
Nc1cc(=O)[nH]c(SCC(=O)NCC2CCCO2)n1 (stereo unspecified) | i | i | i | i | i | i | i | i | i | -0.1 | 49.7
N#Cc1cccc(NC(=O)CNc2cccc(S(=O)(=O)N3CCCC3)c2)c1 | i | i | i | i | i | i | i | i | i | -0.3 | -0.4
CCCc1nc(NCc2ccco2)c(C#N)c2c1COC(C)(C)C2 | i | i | i | i | i | i | i | i | i | -0.2 | 16.2
CCOC(=O)c1[nH]c(C)c(C(=O)N2CCN(C(=O)c3ccco3)CC2)c1C | i | i | i | i | i | i | i | i | i | -0.1 | 16.6
Cc1c(CN2CCCC(C(=O)c3cccc(OC(C)C)c3)C2)c(=O)n(-c2ccccc2)n1C (stereo unspecified) | i | i | i | i | i | i | i | i | i | -0.1 | 3.8
Nc1ncc(Br)cc1S(=O)(=O)Nc1cc(C(F)(F)F)cc(C(F)(F)F)c1 | i | i | 46* | i | i | i | i | i | i | 0.4 | 3.8
Cc1ccc2c(C)c(C(=O)N(C)Cc3ccncn3)oc2c1C | i | i | i | i | i | i | i | i | i | -1.2 | 17.9
CCC(C)NC(=O)COC(=O)c1cc([N+](=O)[O-])ccc1Sc1nc(C)cs1 (stereo unspecified) | i | i | i | i | i | i | i | i | i | -0.1 | 19.9
Cc1cccc(C(C)C)c1NC(=O)C(C)OC(=O)Cc1n[nH]c(=O)c2ccccc12 (stereo unspecified) | i | i | i | i | i | i | i | i | i | -0.5 | 20.3
O=c1[nH]c2ccccc2c(O)c1-c1ccccc1 | i | i | i | i | i | i | i | i | i | 1.6 | 15.2
COc1ccc2cc(C(C)=O)c(=O)oc2c1 | i | i | i | i | i | i | i | i | i | -0.1 | 22.2
Cc1ccc(NC2CCCN(C(=O)c3cn(C)c4ccccc34)C2)cc1C (stereo unspecified) | i | i | i | i | i | i | i | i | i | -1.3 | 15.1
CCN(CC)CCCn1c(=S)[nH]c2ccccc2c1=O | i | i | i | i | i | i | i | i | i | -0.1 | 15.2
O=C(c1ccc(Cl)cc1)N1CCN(c2cccc3[nH]ccc23)CC1 | i | i | i | i | i | i | i | i | i | -0.1 | 13.6
CCS(=O)(=O)N1N=C(c2ccccc2)CC1c1ccc2nccnc2c1 (stereo unspecified) | i | i | i | i | i | i | i | i | i | -0.1 | 18.7
COc1ccc(S(=O)(=O)N2CCCCC2)cc1NC(=O)C1CCCO1 (stereo unspecified) | i | i | i | i | i | i | i | i | i | -0.4 | 26.0
COc1cccc(C(=O)OCC(=O)NCCNC(=O)COC(=O)c2cccc(OC)c2OC)c1OC | i | i | i | i | i | i | i | i | i | -0.6 | 11.7
CCc1ccc(OCC(=O)Nc2ccncc2)c(Br)c1 | i | i | i | i | i | i | i | i | i | 13.5* | -80.9*
CS(=O)(=O)N(CC(=O)N1CCCC1)Cc1ccc(F)cc1 | i | i | i | i | i | i | i | i | i | -26.6 | 6.1
CN1C(=O)C(=O)N(CC(=O)N2CCc3ccccc32)C1=O | i | i | i | i | i | i | i | i | i | 0.0 | 17.2
CCn1cc(C(=O)Nn2cnnc2)c(=O)c2ccc(C)nc21 | i | i | i | i | i | i | i | i | i | -0.4 | 4.5
COC(=O)CCC(=O)NC(=S)Nc1ccc(S(=O)(=O)N2CCCC2)cc1 | i | i | i | i | i | i | i | i | i | -0.2 | -61.5
CC(=O)Nc1ccc(NS(=O)(=O)c2cccc3nonc23)cc1 | i | i | i | i | i | i | i | i | i | 0.3 | x
CC(=O)N(c1c(C)n(C)n(-c2ccccc2)c1=O)C1(C(=O)NC2CCCC2)CCCCC1 | i | i | i | i | i | i | i | i | i | -0.8 | 5.3
NC(CC(=O)O)c1ccc(F)cc1 (stereo unspecified) | i | i | i | i | i | i | i | i | i | -0.4 | 5.2
C/C=C/C=C\C(=O)Nc1cccc(C2=NOC3(C2)C[C@@H](C(N)=O)N(C(=O)c2cc([N+](=O)[O-])cc([N+](=O)[O-])c2)C3)c1 (stereo partly specified) | i | i | i | i | i | i | i | i | i | 0.0 | 7.5
CN(CCOc1ccc(Cl)cc1)C(=O)c1cc([N+](=O)[O-])ccc1N1CCOCC1 | i | i | i | i | i | i | i | i | i | 0.0 | 25.1
Cn1nccc1NC(=O)Nc1cccc(Cl)c1Cl | i | i | i | i | i | i | i | i | i | 1.8 | -7.7
O=C(CCN1CCCO1)N1CCCC(N2CCN(c3ccccc3F)CC2)C1 (stereo unspecified) | i | i | i | i | i | i | i | i | i | -0.2 | 5.0
Cc1nc2c(c(C)c1C#N)C(=O)c1ccccc1-2 | i | i | i | i | i | i | i | i | i | -0.2 | 11.4
CC1CN(C(=O)c2cccc(S(=O)(=O)N3CCOCC3)c2)CC(C)O1 (stereo unspecified) | i | i | i | i | i | i | i | i | i | 0.2 | 16.8
COc1ccc(CN2CCCC(CO)(Cc3cccc(Cl)c3)C2)cc1OC (stereo unspecified) | i | i | i | i | i | i | i | i | i | 0.8 | 11.9
Cc1ccc(C)c(CN2CCCNC2=O)c1 | i | i | i | i | i | i | i | i | i | -0.1 | 21.5
Cc1cccc(OCC(=O)Nc2cccc(-c3nnc(-c4ccccc4)o3)c2)c1C | i | i | i | i | i | i | i | i | i | 0.3 | 2.6
COC(=O)c1c(NC(C)=O)sc(Cc2ccccc2)c1C | i | i | i | i | i | i | i | i | i | -0.4 | 3.7
NNC(=O)c1cnn(Cc2ccccc2)c1N | i | i | i | i | i | i | i | i | i | 0.1 | 13.3
CC(=O)Oc1ccc(Cl)cc1/C=C/c1ccc2ccccc2n1 | i | i | i | i | i | i | i | i | i | 7.7 | -9.0
Cc1ccc(SCCC(=O)OCC(=O)NCC2CCCCC2)cc1 | i | i | i | i | i | i | i | i | i | -0.3 | 20.4
COc1ccc(-c2nnn(CC(=O)N(Cc3cccs3)C(C)C(=O)NCCC(C)C)n2)cc1OC (stereo unspecified) | i | i | i | i | i | i | i | i | i | 0.3 | 35.6
COc1cccc(/C=C(/C(=O)OCC(=O)NC2CCCC(C)C2C)c2ccccc2)c1 (stereo unspecified) | i | i | i | i | i | i | i | i | i | -0.5 | 23.2
O=C(c1ccccn1)N(Cc1cc2ccccc2[nH]c1=O)C1CCCCC1 | i | i | i | i | i | i | i | i | i | 0.1 | 18.0
CC(=O)NC/C(C)=N\Nc1ccc([N+](=O)[O-])cc1 | i | i | i | i | i | i | i | i | i | 0.1 | -86.1*
CNC(=O)Nc1ccccc1C(=O)Nc1ccccc1 | i | i | i | i | i | i | i | i | i | 0.1 | 16.7
O=C(C1=C(O)C(=O)N(CCOCCO)C1c1cccc([N+](=O)[O-])c1)c1cccs1 (stereo unspecified) | i | i | i | i | i | i | i | i | i | -0.1 | 11.4
O=C(Cc1ccc(Br)cc1)OCC(=O)c1ccc2c(c1)OCCO2 | i | i | i | i | i | i | i | i | i | -0.1 | 4.0
N#Cc1nc(-c2cccc3ccccc23)oc1N1CCCCC1 | i | i | i | i | i | i | i | i | i | 0.8 | 25.3
CC(=NCCN1CCOCC1)C1=C(O)c2ccccc2C1=O | i | i | i | i | i | i | i | i | i | 0.3 | -0.3
COc1ccc2nc(Nc3ccc4c(c3)OCO4)sc2c1 | i | i | i | i | i | i | i | i | i | 4.2 | -11.2
CCOC(=O)c1c(NC(=O)CSc2nc3ccc(OC)cc3[nH]2)sc2c1CC(C)(C)NC2(C)C | i | i | i | i | i | i | i | i | i | 0.3 | 9.3
(next part)
SMILES | TRPC6 inhibitor | MrgX1 agonist | TRPC4 agonist | PolyA inhibitor | TRPC4 potent | TRPC4 block | TRPC6 activator | MrgX1 allo act | MrgX1 antagonist | HIF act | AI-2 QS modul
COc1cccc(N(CC(=O)N/N=C(\C)c2cccs2)S(C)(=O)=O)c1 | i | i | i | i | i | i | i | i | i | 0.1 | 15.9
Cc1ncc([N+](=O)[O-])n1Cc1ccccc1 | i | i | i | i | i | i | i | i | i | -0.5 | 5.4
COc1cc(Cl)c(C)cc1NC(=O)COc1ccccc1[N+](=O)[O-] | i | i | i | i | i | i | i | i | i | 0.8 | 3.7
Cc1cc(N/N=C/c2ccccc2Br)nc2ccccc12 | i | i | i | i | i | i | i | i | i | 0.7 | -7.4
CCOc1ccc(OCC)c(NC(=O)C2CCCN(S(=O)(=O)c3cnc[nH]3)C2)c1 (stereo unspecified) | i | i | i | i | i | i | i | i | i | x | 19.1
Cc1cc(C)nc(Sc2nc(Nc3ccccc3)nc(Sc3nc(C)cc(C)n3)n2)n1 | i | i | i | i | i | i | i | i | i | 0.6 | 23.1
O=C(NCCc1ccccc1)C1CCCN(S(=O)(=O)c2cccs2)C1 (stereo unspecified) | i | i | i | i | i | i | i | i | i | 0.3 | -6.4

Reprinted from the results shown (two entries):
SMILES | TRPC6 inhibitor | MrgX1 agonist | TRPC4 agonist | PolyA inhibitor | TRPC4 potent | TRPC4 block | TRPC6 activator | MrgX1 allo act | MrgX1 antagonist | HIF act | AI-2 QS modul
Cc1cc(C)nc(Sc2nc(Nc3ccccc3)nc(Sc3nc(C)cc(C)n3)n2)n1 | i | i | i | i | i | i | i | i | i | 0.6 | 23.1
O=C(NCCc1ccccc1)C1CCCN(S(=O)(=O)c2cccs2)C1 (stereo unspecified) | i | i | i | i | i | i | i | i | i | 0.3 | -6.4
